Assay outcomes: PubChem, several laboratories
CHOP inhibitor = blocks CHOP induction under ER stress; CHO-K1 CHOP-promoter luciferase, tunicamycin-induced, 15-18 h; inhibition, % at 10 µM; hit rate 3.8% among 220,000;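 active = compounds that reduced the stress-induced luciferase reporter signal by more than about 70% of percent inhibition, limit read from the data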;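 also: 0% = tunicamycin plus vehicle and 100% = wells without tunicamycin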
PPC-1+TRAIL kill = compounds killing PPC-1 cancer cells with TRAIL present (potentiator screen, no TRAIL-free arm). PPC-1 cells + TRAIL, ATPLite viability luminescence. cell killing (% activity), % at 4 µM. hit rate 0.41% among 220,000;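 active = cell killing above 50% in the first pass at 4 µM, then a duplicate retest at 5 µM averaging 50% or more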;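 also: plate controls were cells with TRAIL plus DMSO for no effect and medium-only wells lacking cells for full effect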
Wee1 stabilizer = inhibitors of human Wee1 degradation; HeLa Luc-Wee1K328M stability, luciferase luminescence; 100% = proteasome inhibitor MG132 effect; hit rate 1.2% among 220,000; reporter increase, % at 5 µM; P30291;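 active = activation above the mean of all tested compounds plus 3 SD, set per screening run, cut at about 8.8% in these data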;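 also: cells exposed to compound for 20 h before luminescence read; 0% = DMSO alone and 100% = MG132 at 30 µM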
Target sequence (P30291 whole entry K328M): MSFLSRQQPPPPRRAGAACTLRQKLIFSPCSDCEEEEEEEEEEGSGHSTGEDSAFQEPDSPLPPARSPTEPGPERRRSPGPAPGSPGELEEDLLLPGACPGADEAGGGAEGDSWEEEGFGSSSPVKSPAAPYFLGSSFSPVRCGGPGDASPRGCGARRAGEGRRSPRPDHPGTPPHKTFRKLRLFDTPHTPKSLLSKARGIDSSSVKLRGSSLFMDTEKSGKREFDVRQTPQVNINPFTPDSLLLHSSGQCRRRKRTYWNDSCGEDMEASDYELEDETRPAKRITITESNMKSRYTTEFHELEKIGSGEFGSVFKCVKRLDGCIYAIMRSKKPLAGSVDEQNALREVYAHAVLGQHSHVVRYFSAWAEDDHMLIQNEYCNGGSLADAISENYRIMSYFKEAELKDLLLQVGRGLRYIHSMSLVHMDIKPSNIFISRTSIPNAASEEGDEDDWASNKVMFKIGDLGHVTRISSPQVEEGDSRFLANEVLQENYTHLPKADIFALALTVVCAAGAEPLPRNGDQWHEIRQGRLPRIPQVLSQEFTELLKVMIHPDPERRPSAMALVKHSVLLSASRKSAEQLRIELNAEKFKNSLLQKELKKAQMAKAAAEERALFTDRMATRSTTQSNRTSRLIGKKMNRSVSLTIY
RBBP9 inhibitor = blocks human serine hydrolase RBBP9; recombinant RBBP9, FP-Rh probe fluorescence polarization; inhibition, % at 7.94 µM; hit rate 0.2% among 220,000; AID 1515;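 active = inhibition above the campaign mean of all tested compounds plus 3 SD, cut at about 14% in these data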;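 also: plate controls were DMSO wells with RBBP9 for no effect and wells lacking RBBP9 protein for full effect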
Target sequence (O75884 whole entry, looked up): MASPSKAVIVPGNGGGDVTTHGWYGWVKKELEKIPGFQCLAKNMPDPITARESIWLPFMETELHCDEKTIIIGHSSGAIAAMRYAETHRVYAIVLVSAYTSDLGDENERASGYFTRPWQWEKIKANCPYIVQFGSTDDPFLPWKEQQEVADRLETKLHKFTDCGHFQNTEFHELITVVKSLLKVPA
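Material: RBBP9 protein. Amount: RBBP9 at 2.5 µM in dispensed solution, before mixing. Schedule: 30 min then 45 min, 25 °C. Medium: Tris buffer pH 8.0, NaCl, Pluronic. Measured by: fluorescence polarization. Measure: percent inhibition from mP, scaled between DMSO and no-protein wells. Replication: one well per compound.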
BaF3 tox = reduces parental Ba/F3 cell viability, JAK2V617F counter-screen. inhibition, % at 5.6 µM. AID 1486. hit rate 1.1% among 220,000. CellTiter-Glo ATP luminescence;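 active = inhibition above a per-campaign cutoff, the mean inhibition of all tested compounds plus 3 SD, cut at about 27% in these data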;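 also: 0% = DMSO wells and 100% = JAK Inhibitor I control wells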
Ba/F3 V617F tox = lowers viability of Ba/F3 cells expressing EpoR and JAK2V617F. ATP luminescence. inhibition, % at 5.6 µM. hit rate 1.1% among 220,000;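 active = inhibition above the campaign mean plus 3 SD over all tested compounds, cut at about 24% in these data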;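 also: cytokine-independent growth of Ba/F3 cells driven by EpoR plus mutant JAK2; 0% = DMSO-treated cells and 100% = JAK inhibitor I control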
TRPN1 ag = zebrafish TRPN1 (NompC) channel agonism; HEK293 zebrafish TRPN1-YFP, Fluo-8 calcium fluorescence; 100% = response to 87 µM carbachol; activation, % at 3 µM; hit rate 0.18% among 220,000;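 active = activation above its plate's cutoff, the mean activation of test wells on that plate plus 3 SD, cut at about 19% in these data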;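 also: 0% = DMSO alone and 100% = 87 µM carbachol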
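System: zebrafish TRPN1-YFP in HEK293 cells / Dosing: 3 µM single point / Timing: dye loading 1 h at 37 °C, then 30 min room temperature / Signal: Fluo-8 calcium fluorescence, excitation 470-495 nm, emission 515-575 nm / Read-out basis: percent activation from peak over basal fluorescence ratio, control-normalized / Control set: high carbachol 87 µM, low DMSO alone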
TRPML3 agonist = human mucolipin-3 channel agonism. HEK293 TRPML3-YFP, Fluo-8 calcium fluorescence; 100% = the carbachol control signal. hit rate 0.29% among 220,000. Q8TDD5. activation, % at 3 µM;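 active = activation above its plate's cutoff, the mean activation of the plate's test wells plus 3 SD, cut at about 12% in these data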;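 also: 0% = DMSO only wells and 100% = carbachol wells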
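Test system: TRPML3-YFP stable HEK293 cells. Doses: single point at 3 µM. Incubation: dye loading 1 h 37 °C then 30 min ambient, 125 s read. Signal: Fluo-8 calcium dye fluorescence, ex 470-495, em 515-575 nm. Measure: percent activation from peak-to-basal fluorescence ratio, scaled between DMSO and carbachol.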
TNF death inh = TNF-alpha cell death inhibition in Jurkat FADD-/- cells | Jurkat FADD-/- TNF necroptosis rescue, ATP luminescence, 24 h; 0 = TNF only, 100 = no-TNF cells | activation (protection from cell death), % at 10 µM | hit rate 0.068% among 220,000;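 active = activation, meaning protection from cell death, of at least 50% relative to plate controls; inactive = activation below 50%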;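 also: necroptosis triggered by 40 ng/mL TNF-alpha added together with compound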
Numbers without * were called inactive; & = joins results of further samples. Random draw from the library; overall some 6.8% were active at least once.

SMILES	CHOP inhibitor	PPC-1+TRAIL kill	Wee1 stabilizer	RBBP9 inhibitor	BaF3 tox	Ba/F3 V617F tox	TRPN1 ag	TRPML3 agonist	TNF death inh
COc1ccccc1NC(=O)CCC(=O)OCc1cccc([N+](=O)[O-])c1	-2	-4	-1	-9	2	-1	0.3	2.1	0.4
O=C(C(Cc1ccccc1)n1cccc1)N1CCN(c2ccccc2)CC1 (centres undefined)	78*	13	3	-8	2	-1	-0.1	0.1	-1.0
Cc1ccc(Cn2c(N/N=C/c3ccncc3)nc3c2c(=O)n(C)c(=O)n3C)cc1	1	6	-1	2	-3	9	0.6	-0.8	-4.8
O=C(Cn1cnc2cc([N+](=O)[O-])ccc2c1=O)Nc1ccccc1Cl	20	23	1	-5	-6	0	-0.1	0.2	11
O=C(COC(=O)c1ccccc1C(=O)c1ccccc1)c1ccco1	6	-12	0	-4	-2	-3	0.0	-0.6	-1.2
COc1ccc(N2C(=O)CCC2=O)c(OC)c1	1	3	0	-6	6	3	0.8	0.5	0.0
O=C(NCc1nc2ccccc2[nH]1)c1cccc(S(=O)(=O)N2CCCCC2)c1	8	-9	-2	-1	6	2	0.0	1.3	2.2
C/C(=N\NC(=O)c1ccc(N(C)C)cc1)c1ccc(C)cc1C	14	3	0	-6	2	-2	1.1	-0.3	-1.0
Cc1nc(NC(=O)COC(=O)c2ccc(S(=O)(=O)N3CCc4ccccc4C3)cc2)c(Cl)cc1Cl	32	17	2	-2	5	0	1.0	1.4	0.5
Cc1ccc(-c2noc(CCC(N)=O)n2)cc1	11	-6	-2	-5	1	-5	3.8	0.8	1.0
COc1ccc2c(c1)Sc1ccccc1N2	37	0	-4	16*	12	2	-1.2	0.0	-1.8
CCCCP(=O)(CCCC)CCP(=O)(c1ccccc1)c1ccccc1	6	1	-3	-1	3	-2	-2.1	-0.7	2.2
CS/C(=N\S(=O)(=O)c1cccs1)Nc1ccc(N2CCOCC2)cc1	35	13	2	6	1	1	1.0	0.9	0.5
COc1ccc(CNc2nc3nc(C)cc(C)n3n2)cc1	9	1	2	-8	7	-4	1.4	0.5	-0.7
CCc1nc(SCC(=O)N2CCN(C(=O)c3ccco3)CC2)c2c3c(sc2n1)CCCC3	28	-10	1	0	3	-2	2.0	0.2	0.3
Cc1nc2n[nH]c(N)c2c2c1COC(C)(C)C2	-8	-6	0	-16	1	1	1.3	0.5	1.1
Cc1ccc(C)c(SCC(=O)Nc2cc(C)nn2-c2ccc(F)cc2)c1	28	19	8	-1	0	13	-0.7	-0.3	-1.7
COc1cc(OC)cc(C(=O)N2CCN(Cc3ccccc3Br)CC2)c1	5	-3	-1	-10	5	3	-1.6	0.3	1.1
COc1ccc(C2C(C(=O)NCc3ccco3)CCC(=O)N2c2ccc(OC)cc2)cc1 (centres undefined)	2	4	0	-7	9	5	0.8	-0.2	-0.5
CN(C)S(=O)(=O)c1ccc2oc(SCC(=O)Nc3ccccc3F)nc2c1	-13	26	5	-1	13	1	1.9	1.6	0.6
Cc1ccc(N=Nc2ccc(O)c3ncccc23)cc1C	92*	13	2	-4	4	-1	2.6	0.8	-13
O=C(CCCCn1c(=O)c2ccccc2n(CC(=O)Nc2ccc(F)cc2)c1=O)NCc1ccco1	37	13	-2	-10	0	-3	-0.8	-0.3	2.9
Fc1ccc2c(c1)/C(=N/Nc1ccccn1)CCS2	41	13	4	-5	-2	-1	-1.9	0.6	0.5
O=C(CN1C(=O)CSC1=O)Nc1ccccc1N1CCOCC1	-18	9	-2	4	2	-3	1.0	0.0	0.3
Cc1ccc(-n2cccc2/C=C2/C(=N)N3C(=NC2=O)SN=C3S(C)(=O)=O)cc1	-9	4	-1	-12	5	-1	0.4	0.4	0.1
COCCNC(=O)c1cc(S(=O)(=O)N(C)c2ccccc2OC)ccc1C	19	-3	-1	-1	2	-4	-0.7	-0.5	1.5
O=C(/C=C/c1ccccc1)NC(=S)Nc1ccc(CN2CCOCC2)cc1	1	24	0	-6	11	2	0.7	0.1	16
CCCCC1CCC(C(=O)NC2CCS(=O)(=O)C2)CC1 (centres undefined)	23	21	1	0	0	-4	0.0	0.8	-1.7
COC(=O)c1sc(N(C)C)c(C#N)c1-c1ccccc1	13	-4	8	-2	2	0	-2.5	-0.9	0.5
c1ccc2[nH]c(-c3ccnc4ccccc34)nc2c1	-16&-3	32&10	1&4	-12&-1	6&4	-2&0	-0.1&0.7	1.1&0.4	-2.7&-2.6
COC(=O)c1ccccc1NC(=O)c1cccs1	33	29	-1	1	4	-1	-0.5	0.0	-1.5
O=C(CCC(=O)OCc1ccc(Cl)cc1)Nc1cccc([N+](=O)[O-])c1	-14	14	1	-2	2	-3	0.4	0.4	-1.9
O=C(CCc1ccccc1)Nc1cccnc1Cl	-5	-2	3	2	-1	-5	0.5	0.0	1.7
CC1=C(C(=O)OC(C)C)C(c2ccsc2)NC(=O)N1C (centres undefined)	-5	14	-2	-3	0	-4	-0.2	-0.4	-0.6
O=C(CSc1ncnc2c1cnn2Cc1ccccc1)Nc1ccc2c(c1)OCCO2	34	16	1	-9	3	-5	0.0	0.2	3.8
CCOC(=O)C1(Cc2cccc(F)c2)CCN(Cc2cnc(C)s2)CC1	-2	-12	1	-5	7	7	-0.6	-0.5	0.1
O=c1oc2ccccc2n1CCn1c2ccccc2c2nc3ccccc3nc21	48	-4	0	-3	7	2	0.0	-0.9	-1.5
Cc1sc(N)c(C(=O)c2ccccc2Cl)c1C	23	10	0	-7	4	2	-2.2	-0.8	-4.0
CC(C)(C)NCCCOc1ccc(Cl)cc1C(C)(C)C	-20	32	0	-4	1	-1	-0.1	0.6	3.8
NC(=O)CSc1nnc(Cn2c(=O)sc3ccccc32)n1-c1cccc(Cl)c1	13	-8	-4	2	-2	0	1.3	0.5	-1.8

The last 2 records of the section above open the next one:
SMILES	CHOP inhibitor	PPC-1+TRAIL kill	Wee1 stabilizer	RBBP9 inhibitor	BaF3 tox	Ba/F3 V617F tox	TRPN1 ag	TRPML3 agonist	TNF death inh
CC(C)(C)NCCCOc1ccc(Cl)cc1C(C)(C)C	-20	32	0	-4	1	-1	-0.1	0.6	3.8
NC(=O)CSc1nnc(Cn2c(=O)sc3ccccc32)n1-c1cccc(Cl)c1	13	-8	-4	2	-2	0	1.3	0.5	-1.8
CCC(C)C(NC(N)=O)C(=O)Nc1ccc(S(=O)(=O)Nc2ccc(OC)cc2)cc1 (centres undefined)	10	28	-1	-8	5	3	-0.6	1.3	2.1
CCc1ccc(NC(=O)N(Cc2cccnc2)Cc2ccco2)cc1	8	25	7	2	8	1	-1.0	-0.5	-0.4
O=C(NCC1(c2ccccc2)CCCC1)C(=O)NCC1(c2ccccc2)CCCC1	6	0	4	-13	3	0	1.7	0.5	-1.1
CN=C1SC(C(=O)Nc2ccccc2Cl)CC(=O)N1c1ccc(OC(F)(F)Cl)cc1 (centres undefined)	44	5	-1	2	5	0	1.0	0.8	3.2
Cc1ccc(NC(=O)c2ccc(N3C(=O)C4CC=C(Cl)CC4C3=O)cc2)cc1 (centres undefined)	-3	11	1	-4	3	-2	3.9	1.6	2.8
Cc1cc(N/N=C/c2ccccc2F)nc(NCc2ccccc2)n1	8	19	1	-11	-1	0	-2.4	-1.9	2.7
CC1CCCCC1NC(=O)C1CCN(S(=O)(=O)c2ccc3c(c2)CCC(=O)N3)CC1 (centres undefined)	-5	-4	-3	0	5	9	-0.9	-0.7	1.6
O=C(N/N=C/c1ccccn1)c1ccc(S(=O)(=O)N2CCCCCC2)cc1	-1	25	0	-7	3	-1	1.2	0.1	0.3
CCOC(=O)C(C(=O)OCC)C(Nc1ccccc1)c1ccccc1 (centres undefined)	-34	9	1	-6	4	0	0.9	0.9	1.3
COc1ccc(OCC(=O)Nc2cccc3ncccc23)cc1	4	2	-2	-7	5	6	1.1	0.8	-0.3
Cc1ccc(OCCOCCN2CCN(C)CC2)c([N+](=O)[O-])c1	37	-1	-1	-6	5	0	0.3	1.7	-0.1
O=C(CSc1nnnn1-c1ccc(F)cc1)NNC(=O)c1ccco1	3	0	4	-5	-4	-2	1.7	0.2	1.6
CCS(=O)(=O)N1CCC(C(=O)NCCCN2CCCCCC2)CC1	34	-11	-1	-4	1	-3	0.0	0.4	0.2
COc1ccccc1CNC(=O)CSc1nc2ccccc2c(=O)n1CCCN1CCOCC1	7	-2	-3	-3	5	4	-0.6	0.9	0.7
Cc1cc(O)ccc1Nc1nc(-c2cccs2)cs1	35	4	4	4	4	-2	-0.9	0.0	-1.9
COC(=O)c1ccc(C(=O)OC)c(NC(=S)N2CCC(C(N)=O)CC2)c1	8	5	-1	-4	5	-1	2.2	0.1	-0.6
CC(C)(C)[C@@H]1C=C(C(=O)Nc2ccccc2)O[C@H](OCc2ccc(CO)cc2)C1	-12	1	6	-11	-1	1	-1.7	-0.8	3.2
CCCCCC1CC(=O)C=C(C)C1C(=O)OC (centres undefined)	17	3	-3	-8	-2	0	1.4	0.3	1.0
CCOCCc1nnc(NC(=O)COC)s1	-5	15	0	-4	8	3	-1.1	0.5	-1.6
O=C(N/N=C\c1cccs1)c1ccccc1-n1cccc1	20	10	0	0	-2	-2	-1.8	0.7	1.3
C=CCn1c(SCc2cccc(F)c2)nc2cc(C(=O)N3CCC(C(N)=O)CC3)ccc2c1=O	-7	3	-1	1	1	-2	1.4	0.5	-9.7
c1ccc2c(Nc3nnc(-c4ccncc4)s3)cccc2c1	3	18	-3	-6	9	1	-1.2	-0.4	-12
CC(C)(C)n1nnnc1C(c1cccs1)N(Cc1ccccc1)Cc1ccco1 (centres undefined)	15	4	2	-8	2	-1	0.9	4.2	-3.3
CCc1ccccc1N(C(C)=O)c1nc(CCl)cs1	1	-3	-1	-4	5	0	-1.2	0.6	-6.1
Cc1ccc(NC(=O)Cc2c(Cl)cccc2Cl)cc1S(=O)(=O)N(C)C	11	4	6	-5	11	5	0.0	0.1	1.9
CC(C)(C)NC(=O)C(=O)NNC(=O)C12CC3CC(CC(C3)C1)C2	4	18	-3	-8	3	0	0.9	0.6	-1.6
CCOc1cc(C)c(Cl)cc1S(=O)(=O)NCCOC	-32	23	9.5*	-6	1	-4	0.9	0.6	0.9
CCOC(=O)C1=C(C)NC2=C(C(=O)C(C(=O)OC)C(C)C2)C1c1ccc(OC)c(O)c1 (centres undefined)	19	14	1	-8	5	0	1.6	0.5	-4.4
Cc1c(NC(=O)C(=O)/C=C(\O)c2ccc(Cl)cc2)c(=O)n(-c2ccccc2)n1C	43	-4	-1	-10	5	2	0.7	0.7	0.9
O=C1CC(N(CCc2ccccc2)C(=S)Nc2ccccc2)C(=O)N1c1ccccc1 (centres undefined)	37	-3	-2	-17	9	10	0.0	0.7	2.8
